# Screening results from PubChem.
# EBV LMP1 NFkB – inhibitors of Epstein-Barr LMP1-induced NF-kappaB reporter | LMP1-induced NF-kappaB luciferase reporter cells, luminescence | inhibition, % at 12.5 µM | hit rate 0.69% among 350,000; in the data active means inhibition above about 41%;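 further: 0% = neutral control wells and 100% = reference inhibitor control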
# NR2F2 inh – NR2F2 (human) inhibition, primary screen | HEK293T NGFI-A luciferase reporter, luminescence | inhibition, % at 8.6 µM | hit rate 0.7% among 370,000 | AID 686940;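 active means inhibition above a per-plate cutoff, mean inhibition of test wells between control levels plus 3 SD, cut at about 38% in these data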;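 further: cells cotransfected with COUP-TFII expression vector driving the NGFI-A reporter; 0% = median of COUP-TF2 test wells and 100% = reporter-only cells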
# Target sequence (P24468 whole entry, looked up): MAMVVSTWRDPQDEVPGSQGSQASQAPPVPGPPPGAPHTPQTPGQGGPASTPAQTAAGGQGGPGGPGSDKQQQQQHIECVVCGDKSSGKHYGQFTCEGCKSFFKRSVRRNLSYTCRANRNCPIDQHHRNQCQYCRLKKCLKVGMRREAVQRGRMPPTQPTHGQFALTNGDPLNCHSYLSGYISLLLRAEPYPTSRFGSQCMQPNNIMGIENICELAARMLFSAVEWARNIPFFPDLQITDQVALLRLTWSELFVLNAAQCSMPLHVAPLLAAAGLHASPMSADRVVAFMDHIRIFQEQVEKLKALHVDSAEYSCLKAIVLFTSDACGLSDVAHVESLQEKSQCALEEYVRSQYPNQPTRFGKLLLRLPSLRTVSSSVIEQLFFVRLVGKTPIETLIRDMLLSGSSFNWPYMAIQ
# C8 TRAIL sens – sensitizes caspase-8 expressing cells to TRAIL | hit rate 1% among 360,000 | NB7+C8 cells + TRAIL, ATPlite viability luminescence | inhibition (viability loss, TRAIL sensitization), % at 10 µM | AID 624354;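 active means compounds causing at least 50% loss of cell viability in the single-dose screen, relative to plate controls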
# Shn3 3UTR inh – Schnurri-3 reporter inhibition in Clone20 osteoblasts | hit rate 0.52% among 360,000 | AID 588674 | Clone20 osteoblast Shn3 3'UTR firefly luciferase, 24 h | inhibition, % at 12.5 µM;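 active means mean inhibition of at least 75% with every replicate also reaching 75%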;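 further: 0% = median of neutral control wells and 100% = pilot-screen positive control compound; some compounds past the cut are filed as inactive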
# TROY signal inh – blocks TROY-dependent signaling in reporter cells | inhibition, % at 10 µM | hit rate 0.98% among 360,000 | Q293 LMP1-TROYcd NF-kB luciferase reporter, 4 h;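 active means compounds whose plate-normalised and pattern-corrected inhibition of the luciferase reporter signal at the single screening dose is 50% or more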
# TWEAK-Fn14 inh – TWEAK-Fn14 signaling inhibition; TWEAK-stimulated Fn14 reporter cells, luciferase luminescence, 8 h; inhibition, % at 10 µM; hit rate 2% among 360,000; AID 1159606; in the data active means inhibition above about 50%
# NCOA1 inh – inhibitors of human steroid receptor coactivator 1 (SRC1); Q15788; inhibition, % at 3.6 µM; HEK293 GAL4-SRC1 luciferase reporter, luminescence; hit rate 0.12% among 360,000;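 active means inhibition above the campaign mean plus 3 SD, with each screening campaign given its own cutoff, cut at about 60% in these data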;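 further: 0% = DMSO treated cells and 100% = gossypol at 36 µM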
# CF NFkB inh – inhibitors of cystic fibrosis induced NF-kB. KKLEB NF-kB-GFP reporter, PAF-induced, GFP fluorescence overnight. inhibition, % at 5 µM. hit rate 0.86% among 360,000;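 active means at least 50% inhibition at 5 µM, scaled per plate between neutral and stimulator controls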;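 further: PAF is a Pseudomonas aeruginosa culture filtrate used as stimulus; plate controls were PAF-stimulated DMSO wells for no effect and unstimulated DMSO wells for full effect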
# NCOA3 inh – inhibits human SRC3 coactivator | inhibition, % at 3.6 µM | hit rate 0.17% among 360,000 | Q9Y6Q9 | HEK293 GAL4-SRC3 luciferase reporter, luminescence;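 active means inhibition above a per-campaign cutoff, the mean of all compounds plus 3 SD, cut at about 60% in these data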;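 further: 0% = DMSO-treated cells and 100% = gossypol-treated cells at 36 µM; higher means less SRC3-driven luciferase light from the GAL4 reporter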
# NR5A2 inv ag – inverse agonists of human LRH-1 (NR5A2) | O00482 | HEK293T StAR-luciferase reporter, LRH-1 transfected, 24 h | inhibition, % at 3.6 µM | hit rate 0.13% among 360,000 | AID 602396;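 active means inhibition above the mean inhibition of all tested compounds plus 3 SD, cut at about 73% in these data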;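 further: 0% = DMSO wells and 100% = reporter-only cells lacking LRH-1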
# Target sequence (O00482 whole entry, looked up): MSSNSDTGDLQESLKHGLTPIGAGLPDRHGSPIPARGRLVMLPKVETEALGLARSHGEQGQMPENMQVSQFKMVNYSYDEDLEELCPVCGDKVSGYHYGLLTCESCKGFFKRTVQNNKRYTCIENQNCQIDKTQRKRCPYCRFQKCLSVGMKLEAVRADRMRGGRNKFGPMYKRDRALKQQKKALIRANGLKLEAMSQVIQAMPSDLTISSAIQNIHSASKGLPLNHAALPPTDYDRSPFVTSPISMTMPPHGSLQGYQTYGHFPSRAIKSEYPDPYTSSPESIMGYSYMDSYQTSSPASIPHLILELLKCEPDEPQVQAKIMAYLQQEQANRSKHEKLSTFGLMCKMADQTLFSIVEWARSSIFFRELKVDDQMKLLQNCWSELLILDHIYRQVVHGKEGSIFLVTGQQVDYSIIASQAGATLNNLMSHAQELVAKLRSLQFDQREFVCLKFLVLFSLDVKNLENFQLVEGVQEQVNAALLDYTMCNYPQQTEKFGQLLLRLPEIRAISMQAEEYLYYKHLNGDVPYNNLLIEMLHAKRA
# KKLEB cytotox – reduces viability of KKLEB cystic fibrosis airway cells. KKLEB CF airway cells viability, ATPlite luminescence, overnight; hits give low values; cells stimulated with P. aeruginosa culture filtrate. activity change (cytotoxicity), % at 5 µM. hit rate 0.36% among 360,000. AID 602141;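 active means corrected activity change at or below -50% at 5 µM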
# Active calls of the source: *; . = no result given.
SMILES,EBV LMP1 NFkB,NR2F2 inh,C8 TRAIL sens,Shn3 3UTR inh,TROY signal inh,TWEAK-Fn14 inh,NCOA1 inh,CF NFkB inh,NCOA3 inh,NR5A2 inv ag,KKLEB cytotox
CCCCN(CCCC)CC1OCc2ccccc2CO1,8,1,18,23,-12,-9,-4,-17,2,-6,2
CC(C)=CCc1c([C@@H]2CCc3ccc(O)cc3O2)cc2c(c1O)OC(C)(C)C=C2,.,.,-1,20,1,28,-22,-4,-3,-19,5
COc1cccc(CNc2ncn[nH]2)c1OCc1ccc(F)cc1,-20,-14,1,4,2,-3,18,7,5,10,-10
CC1(C)CC(=O)c2c(nn(-c3ccccc3)c2-c2ccncc2)C1,6,-5,-2,18,-17,15,4,-21,13,-15,20
C=CCN(c1ccccc1Cl)S(=O)(=O)c1cccc(C(=O)OCC(=O)N(C)C2CCS(=O)(=O)C2)c1 (stereo not drawn),-6,17,-3,-19,-8,17,5,8,9,-2,6
COC(=O)c1cn(CC(=O)NCc2ccco2)c2ccccc12,-2,-6,-15,-12,-22,-6,-13,-5,-18,-16,3
COc1ccc(NC(=O)CN(C)C(=O)c2ccc(-c3ccccc3Cl)o2)cc1,-4,3,-3,-27,-40,-24,-12,3,5,5,4
O=C(CN1CC(c2ccccc2)CC1=O)OCc1ccccc1F (stereo not drawn),-6,-16,9,-48,-14,1,-44,14,-22,-49,-6
Cn1c(SCC(=O)N2CCCC2)nc2ccccc21,6,0,-4,-7,5,0,2,-3,-3,8,1
COc1ccc(CCNC(=O)COc2ccc3c(c2)OCO3)cc1,2,6,9,-15,-2,3,0,-10,-9,17,-21
COc1cc(Nc2nc(-c3ccccc3)c3cc(C)ccc3n2)cc(OC)c1OC,-21,-3,16,84*,-13,69*,13,-47,7,5,6
C[C@@H]1CCCCO[C@@H](CN(C)C(=O)Nc2ccccc2)[C@@H](C)CN([C@H](C)CO)C(=O)c2cc(N(C)C)ccc2O1,0,6,-2,-16,-18,-1,-17,-24,-6,6,4
CCN(C[C@H]1N[C@@](CC)(C(=O)OC)[C@H]2C(=O)N(Cc3ccccc3)C(=O)[C@@H]12)C(=O)C1CCCCC1,3,7,-4,6,-10,17,13,5,7,14,2
Cc1ccc(C(=O)NC(=S)Nc2ccc(N3CCN(C(=O)c4ccco4)CC3)cc2)cc1,6,8,26,67,46,22,-4,16,11,-11,11
O=C1CCCC2=C1C(c1ccccn1)Nc1ccc(C(=O)c3ccccc3)cc1N2 (stereo not drawn),-1,4,0,-3,-58,8,8,0,14,-12,2
O=C(Nc1cccc(Cl)c1)C1C2C=CC3(O2)C1C(=O)N(CCCN1CCCCC1)C3C(=O)NC1CCCCC1 (stereo not drawn),-5,-6,2,-9,-1,9,-2,-6,11,-20,9
O=C(Cc1coc(-c2ccc(F)cc2)n1)N1CCOCC1,3,-6,-14,16,-15,-7,-2,-11,10,6,11
COc1ccc(-c2cc(-c3n[nH]c(=S)n3-c3cccc4ccccc34)[nH]n2)cc1,-3,-8,-12,9,24,23,-5,4,10,5,29
CCOC(=O)C1CCN(C(=O)c2ccc(OCC)c(OCC)c2)CC1,10,-10,-3,-40,-29,10,-13,-4,3,-22,0
CC1c2nc3ccccc3n2C(CC(=O)NC2CC2)C(=O)N1Cc1ccccc1 (stereo not drawn),9,-14,-9,4,5,-6,10,-11,7,20,9
CCCCC(=O)N(C)c1c(CC)nc2c(OCC(=O)c3ccc(Cl)cc3Cl)cccn12,.,-4,1,3,-12,-6,-2,9,1,-10,-18
COc1ccc(C2N(c3cc(Cl)ccc3OC)C(=O)C3CCCN32)cc1 (stereo not drawn),-11,11,-5,-16,-14,8,1,1,-3,-15,9
CCN1CC=C2C(C#N)=C(N)C(C#N)(C#N)[C@H](c3cccc(OC)c3OC)[C@H]2C1,8,18,-11,-3,-5,1,4,2,9,7,-14
O=C(NCC(O)c1ccccc1)c1cccs1 (stereo not drawn),-17,-10,-20,-97,-20,4,-131,-23,-86,-109,-2
COc1cccc(C(c2nnnn2-c2c(C)cccc2C)N2CCN(C/C=C/c3ccccc3)CC2)c1OC (stereo not drawn),.,6,6,38,2,-1,1,19,7,-14,-11

# (further entries)
SMILES,EBV LMP1 NFkB,NR2F2 inh,C8 TRAIL sens,Shn3 3UTR inh,TROY signal inh,TWEAK-Fn14 inh,NCOA1 inh,CF NFkB inh,NCOA3 inh,NR5A2 inv ag,KKLEB cytotox
COc1cccc(-n2c(Cc3cc(=O)[nH]c(=O)[nH]3)nnc2SCC(=O)N2CCCCCC2)c1,-5,-12,10,14,6,-7,4,-2,-3,4,5
CC1CN(CC(=O)Nc2ccccc2Sc2ccccc2)CC(C)O1 (stereo not drawn),8,0,6,40,15,9,1,2,10,-14,4
COCCN(C(=S)Nc1ccc(Cl)cc1OC)C1CCN(C(C)=O)CC1,-2,4,6,-5,-3,-2,-8,-2,2,19,6
CCn1ncc(C(=O)Nc2ccc(F)cc2)c1C,-10,-20,-3,-31,-28,-34,-91,-4,-28,-60,15
Cc1onc(C(=O)NC(C)c2ccccc2)c1[N+](=O)[O-] (stereo not drawn),4,9,8,-2,-6,8,-2,14,15,6,-8
CN(C)S(=O)(=O)c1cccc(CNCC2COc3ccccc3O2)c1 (stereo not drawn),-1,-4,-7,-2,-17,-23,4,13,3,18,-2
CCOC(=O)c1sc(Nc2ccc(C)cc2C)nc1C,3,2,0,3,-20,9,-13,18,7,-27,-9
COc1ccc(CCNC(=O)CSc2nc3scc(-c4ccccc4)c3c(=O)[nH]2)cc1,0,-13,-10,1,26,-2,-13,24,0,11,1
O=C(COc1ccccc1Cl)NNC(=O)c1ccc(-n2cncn2)c([N+](=O)[O-])c1,-1,8,-24,-1,-10,-11,-6,-8,-6,-13,12
COc1cccc2cc(C(=O)N(Cc3cccs3)CC3CCCO3)c(=O)oc12 (stereo not drawn),-3,18,-15,-4,13,-8,-7,-11,8,4,-1
CCCC(=O)Nc1cc(C)c(NC(=O)C23CC4CC(CC(C4)C2)C3)cn1,-1,1,-1,4,9,4,10,-2,23,-3,-4
COC(=O)c1ccccc1NC(=O)c1ccc(NC(=O)C2CCCO2)cc1 (stereo not drawn),3,-11,-1,2,0,-4,5,32,7,6,-24
CC(=O)Nc1ccc(NC(=O)C2CC(=O)N=C(N)S2)cc1 (stereo not drawn),1,6,5,7,-4,4,-18,10,10,4,-15
COC(=O)c1c(C)[nH]c(C(=O)C(C)OC(=O)C2CC(=O)N(CCc3ccccc3)C2)c1C (stereo not drawn),3,9,-10,-6,-7,9,1,-3,-1,16,0
Cc1ccc(CNC(=O)C2CCCN(C(=O)N(C)C)C2)cc1 (stereo not drawn),-9,2,-1,-18,-32,18,-17,6,11,0,0
CN(C)CCN(C(=O)c1ccc(Br)s1)c1nc2cc3c(cc2s1)OCCO3,-7,-41,-5,-60,-19,-3,-17,0,-37,-18,6
O=C(Nc1ccccc1)C1Cc2c(-c3cccc(F)c3)ccnc2O1 (stereo not drawn),.,12,-8,-6,9,-14,-5,-11,10,12,5
CSCC[C@H](NC(=O)CCCn1nnc2ccccc2c1=O)C(=O)O,0,-12,20,-10,-7,-10,5,12,5,-25,2
COc1cc(NS(=O)(=O)c2ccc(NC(=S)NC(=O)c3sc4ccccc4c3Cl)cc2)nc(OC)n1,3,2,-8,-1,-24,-7,5,-2,12,-22,14
COc1ccc(-c2nc(C#N)c(NC(C)C)o2)cc1,-23,-60,7,-26,-52,-41,-36,12,-36,-66,-2
O=C1c2ccccc2C(=O)N1CCCCSc1nc2ccccc2c(=O)n1CCCN1CCOCC1,-9,-3,-8,3,-14,-3,7,-14,-3,2,2
c1cncc(-c2nnc3n2N=C(c2cccs2)CS3)c1,12,-1,7,-9,9,2,-7,-13,-7,13,0
O=S(=O)(Cc1ccco1)Cc1nc(-c2ccc(Cl)cc2)cs1,.,7,9,.,-3,-3,-5,-17,11,12,11
COc1ccc(NC(=O)c2ocnc2C)cc1OC,6,.,-3,-2,-2,15,-11,0,-5,-8,5
Cc1ccccc1NC(=O)CSc1nc2ccccc2c2nc(CCn3cncc3C)nn12,7,0,-13,-8,-5,5,-3,10,2,-4,-5

# New compounds follow:
SMILES,EBV LMP1 NFkB,NR2F2 inh,C8 TRAIL sens,Shn3 3UTR inh,TROY signal inh,TWEAK-Fn14 inh,NCOA1 inh,CF NFkB inh,NCOA3 inh,NR5A2 inv ag,KKLEB cytotox
COc1cc(C#Cc2ccc3cc(C(C)(C)O)oc(=O)c3c2)cc(OC)c1,-7,-32,3,-16,-83,-86,-16,-3,-26,-15,5
COc1ccc(C2=CC(=O)N(Nc3ccccc3)C2=O)cc1,.,0,-19,12,3,12,3,29,3,0,2
COc1ccc(C(=O)Nc2ccc(O)cc2C(=O)O)cc1,6,-19,14,5,3,8,0,-7,-1,-6,-4
CC1=C(C(=O)Nc2ccc(F)cc2)C(c2cccc(C)c2)n2nc(CCCO)nc2N1 (stereo not drawn),-39,1,-5,-9,6,-5,-62,11,6,-10,1
Cc1c(-c2ccccc2)nc(-c2ccccc2)[nH]c1=O,12,2,-1,-12,-1,46,-26,21,27,-21,-4
O=C(COC(=O)[C@H](Cc1c[nH]c2ccccc12)NC(=O)c1ccc(Cl)cc1)Nc1ccc2c(c1)OCO2,-29,-1,-1,-18,-38,-28,-17,0,-11,-6,0
Cc1ccc(OCCOC(=O)CCc2nc3ccccc3c(=O)[nH]2)cc1,3,8,-4,-14,4,3,5,-11,17,10,8
C/C(=C\c1ccc(N)cc1)c1nc2ccccc2[nH]1,-55,-22,15,-94,-35,-8,-74,-14,-93,-64,-8
CCN(CC)C(=O)CN(C#N)c1nc(Cl)nc(N(C)C)n1,8,5,4,18,15,-6,-13,-8,19,9,12
CCn1c(C)nc2cc(C(=O)N/N=C(\C)c3ccccc3O)ccc21,-31,-4,14,-31,-104,-29,-33,-4,-92,-23,0
C[C@@H]1NC(=O)c2cc([N+](=O)[O-])cc(F)c2NCCC[C@@H](C(N)=O)NC(=O)[C@H](CC(N)=O)NC1=O,6,-10,-8,10,-6,-4,-2,-7,12,9,-7
Cc1cccc(C)c1N=Cc1c(O)n(-c2nccs2)c(=O)c2ccccc12,-10,.,-6,9,5,6,-15,-36,4,30,10
O=C(c1ccc(CNS(=O)(=O)c2ccccc2)cc1)N1CCN(c2ccccn2)CC1,9,-6,7,21,10,0,1,1,14,13,-4
O=C(/C=C/c1ccc(F)cc1)NC(=S)Nc1ccccc1C(=O)NC1CCCCC1,-12,19,59*,4,11,-14,0,2,15,1,1

# Entries above containing a furan ring, fused or not:
SMILES,EBV LMP1 NFkB,NR2F2 inh,C8 TRAIL sens,Shn3 3UTR inh,TROY signal inh,TWEAK-Fn14 inh,NCOA1 inh,CF NFkB inh,NCOA3 inh,NR5A2 inv ag,KKLEB cytotox
COC(=O)c1cn(CC(=O)NCc2ccco2)c2ccccc12,-2,-6,-15,-12,-22,-6,-13,-5,-18,-16,3
COc1ccc(NC(=O)CN(C)C(=O)c2ccc(-c3ccccc3Cl)o2)cc1,-4,3,-3,-27,-40,-24,-12,3,5,5,4
Cc1ccc(C(=O)NC(=S)Nc2ccc(N3CCN(C(=O)c4ccco4)CC3)cc2)cc1,6,8,26,67,46,22,-4,16,11,-11,11
O=S(=O)(Cc1ccco1)Cc1nc(-c2ccc(Cl)cc2)cs1,.,7,9,.,-3,-3,-5,-17,11,12,11

# Some of the compounds tested; count on the stated rates, not on these rows.
